# From PubChem
# Rpn11 inh: Rpn11 (PSMD14) deubiquitinase inhibitors, primary screen, biochemical, fluorescence polarization, uHTS | 26S proteasome non-ATPase regulatory subunit 14 (Homo sapiens), O00487 | human 26S proteasome, Ub4-pepOG fluorescence polarization; 20S core pre-blocked with epoxomicin | calls only at 20 µM | 360,000 compounds, 0.59% hits;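 active = inhibition at 20 µM, scaled to each plate's controls, above about 33%, limit read from the data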
# Target sequence (O00487 whole entry, looked up): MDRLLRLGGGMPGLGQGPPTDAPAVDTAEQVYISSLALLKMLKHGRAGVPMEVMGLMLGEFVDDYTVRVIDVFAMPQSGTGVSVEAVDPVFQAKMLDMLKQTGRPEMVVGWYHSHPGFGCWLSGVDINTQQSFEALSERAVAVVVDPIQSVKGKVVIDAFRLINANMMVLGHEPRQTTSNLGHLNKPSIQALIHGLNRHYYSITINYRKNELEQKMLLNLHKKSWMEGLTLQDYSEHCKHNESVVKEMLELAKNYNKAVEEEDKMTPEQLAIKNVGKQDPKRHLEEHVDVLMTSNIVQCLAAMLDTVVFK
# Tb MetRS inh: T. brucei MetRS inhibitors, primary screen, biochemical, luminescence; purified T. brucei MetRS, ATP depletion, Kinase-Glo luminescence; inhibition, % at 11.9 µM; 360,000 compounds, 0.4% hits; AID 624268, 2012;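 active = inhibition above a per-plate cutoff of the control wells' mean inhibition plus 3 SD, cut at about 5.5% in these data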;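 note: 0% = DMSO wells median and 100% = median of wells with control inhibitor compound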
#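 technique = Kinase-Glo luminescence, ATP depletion format | system = purified MetRS (methionyl-tRNA synthetase) enzyme from Trypanosoma brucei | timing = 15 min preincubation, 2 h reaction, all 25 °C | evaluation = percent inhibition versus plate control medians | dosing = single dose, 11.9 µM final nominal, 0.9% final DMSO | also added = substrates ATP, L-methionine and bulk Escherichia coli tRNA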
# Scp-1 inhibitor: Scp-1 phosphatase inhibitors, primary screen, biochemical, colorimetric, uHTS. Carboxy-terminal domain RNA polymerase II polypeptide A small phosphatase 1 (Homo …. Recombinant Scp1, phosphopeptide, malachite green phosphate absorbance. inhibition, % at 20 µM. 340,000 compounds, 0.88% hits;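 active = inhibition above about 50% at 20 µM, limit read from the data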;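 note: plate controls were DMSO wells with enzyme for no effect and wells lacking enzyme for full effect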
# Target sequence (Q9GZU7 76-261 limits assumed): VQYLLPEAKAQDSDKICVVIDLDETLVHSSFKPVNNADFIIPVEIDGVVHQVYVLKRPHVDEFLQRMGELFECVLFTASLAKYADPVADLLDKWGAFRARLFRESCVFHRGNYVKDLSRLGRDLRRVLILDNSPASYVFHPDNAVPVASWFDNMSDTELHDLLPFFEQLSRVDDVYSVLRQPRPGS
#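 Test system: SCP-1 phosphatase catalytic domain, residues 76-261 | Compound dosing: One concentration, 20 µM, with 1.0% DMSO | Schedule: 45 min room-temperature reaction, 5 min colour, 30 min stabiliser | Detection: Absorbance at 630 nm | Read-out basis: % inhibition of SCP-1 phosphate liberation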
# DNMT1 inh: human DNMT1 methyltransferase inhibitors, primary screen, biochemical, molecular beacon, fluorescence, HinP1I cleavage, uHTS | DNA (cytosine-5)-methyltransferase 1 (Homo sapiens), P26358 | 360,000 compounds, 0.83% hits | inhibition (reported as % activation of signal), % at 10 µM; in the data active = inhibition above about 50%
# NadD inh: inhibitors of S. aureus NadD, primary screen, biochemical, colorimetric, uHTS; Nicotinate-nucleotide adenylyltransferase NadD (Staphylococcus aureus N315); purified NadD enzyme, colorimetric absorbance read-out; inhibition, % at 20 µM; 360,000 compounds, 0.78% hits; in the data active = inhibition above about 26%; note: some compounds past the cut are filed as inactive
# STEP inh: STEP phosphatase inhibitors, primary screen, biochemical, fluorescence intensity, uHTS | Tyrosine-protein phosphatase non-receptor type 5 (Homo sapiens), P54829 | recombinant STEP, OMFP fluorogenic substrate | inhibition, % at 20 µM | 360,000 compounds, 0.25% hits | AID 588621, 2011;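 active = inhibition at 20 µM, scaled per plate between control wells, above about 37%, limit read from the data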;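 note: 0% = DMSO with enzyme and substrate and 100% = substrate only without enzyme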
#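 System: isolated STEP enzyme; schedule: 20 min enzyme reaction at room temperature, protected from light; medium: Bis-Tris buffer pH 6.0, 2.5 mM DTT, 0.005% Tween 20; signal: fluorescence, 480/540 nm; dosing: single compound dose of 20 µM, 1% DMSO final; also added: OMFP substrate, 25 µM final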
# SUMO1 PPI mod: modulators of SUMO1 protein-protein interactions, primary screen, biochemical, uHTS; Small ubiquitin-related modifier 1 (Homo sapiens), P63165; SUMO1 binding to a labelled peptide, TR-FRET, 1 h; inhibition, % at 20 µM; 360,000 compounds, 0.33% hits; in the data active = inhibition above about 37%
# Target sequence (P63165 whole entry, looked up): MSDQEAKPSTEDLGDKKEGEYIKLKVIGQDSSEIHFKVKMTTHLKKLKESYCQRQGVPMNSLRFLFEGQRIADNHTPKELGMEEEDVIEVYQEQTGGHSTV
# MsrA inhibitor: bovine MsrA enzyme inhibitors, primary screen, biochemical, absorbance, HTS; 360,000 compounds, 0.75% hits; purified bovine MsrA, absorbance read-out; Methionine sulfoxide reductase A (Bos taurus); inhibition, % at 15.5 µM; in the data active = inhibition above about 4.5%;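 note: 0% = vehicle wells with enzyme and 100% = reference inhibitor wells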
# LMPTP block: LMPTP phosphatase inhibitors, primary screen, biochemical, fluorescence intensity, uHTS; Low molecular weight phosphotyrosine protein phosphatase (Homo sapiens), P24666; recombinant LMPTP-A, OMFP fluorogenic substrate; inhibition, % at 20 µM; 360,000 compounds, 0.22% hits; AID 651560, 2012;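 active = compounds that cut the enzyme signal by at least half of the control window in the single-dose screen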;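 note: plate controls were DMSO wells with enzyme plus substrate for no effect and substrate without enzyme for full effect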
# Target sequence (P24666 whole entry, looked up): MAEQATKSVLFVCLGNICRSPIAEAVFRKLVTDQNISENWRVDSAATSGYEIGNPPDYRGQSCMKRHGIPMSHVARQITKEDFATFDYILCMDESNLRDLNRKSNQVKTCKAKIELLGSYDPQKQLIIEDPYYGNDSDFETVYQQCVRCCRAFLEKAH
#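 Buffer or medium: Bis-Tris pH 6.0, DTT, detergent; Assay system: LMPTP-A enzyme; Quantity: 0.625 nM enzyme; Detection: endpoint fluorescence intensity; Times: 50 min dark incubation at room temperature; Controls: substrate-only low control, DMSO enzyme-plus-substrate high control; Doses: single 20 µM dose; Read-out: percent inhibition versus substrate-only and uninhibited controls; Reagent: 400 µM OMFP.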
# CSN deneddyl inh: inhibitors of CSN-mediated cullin deneddylation, primary screen, biochemical, fluorescence polarization, uHTS | inhibition, % at 12.5 µM | 360,000 compounds, 0.38% hits | COP9 signalosome complex subunit 5 (Homo sapiens), Q92905 | Purified CSN, SCF-Nedd8-OG deneddylation;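 active = pattern-corrected inhibition above about 35%, with an unprinted fluorescence ratio check between 0.5 and 1.5, limit read from the data, passing the limit was not always enough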;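 note: 0% = enzyme with substrate and 100% = substrate without enzyme; some results filed as inactive read as strong as hits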
#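 Test system: Human Csn5 produced in HEK293T cells | Compound: 12.5 µM single point | Times: 90 min, room temperature | Signal: Fluorescence polarization readout | Read-out basis: % inhibition of substrate cleavage by Csn5 | Controls: no-enzyme wells high, enzyme-with-substrate wells low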
# Active calls of the source: *; i = inactive; x = not tested or not shown; + = active, no number.
SMILES,Rpn11 inh,Tb MetRS inh,Scp-1 inhibitor,DNMT1 inh,NadD inh,STEP inh,SUMO1 PPI mod,MsrA inhibitor,LMPTP block,CSN deneddyl inh
CCCn1c(SC(C)C(=O)N2CCOCC2)nc2ccc(Br)cc2c1=O (centres undefined),i,-0.3,-6,2,-2,-1,-2,-0.4,0.0,3
Cc1ccc(Cl)cc1NC(=O)COC(=O)CC(C)(C)C,i,-0.3,-7,1,0,-2,1,0.2,-1.6,4
CC(C)[C@H](NC(=O)c1ccc(Br)cc1)C(=O)NC1CCCCC1,i,-0.4,-5,0,-4,3,-3,1.3,-0.8,-3
O=C(Cn1cc([N+](=O)[O-])cn1)N1CCCc2ccccc21,i,-0.2,1,-1,4,0,-5,0.5,-0.7,0
N#Cc1c(NC(=O)c2ccc(Br)o2)n(-c2ccccc2)c2nc3ccccc3nc12,+,1.4,25,51*,8,5,36,0.4,9.9,39*
COc1ccc(CSc2nnc(CNS(C)(=O)=O)o2)cc1,i,-0.6,-8,0,-1,0,-3,-0.6,-1.1,6
Cc1noc(C)c1COc1cccc(C(=O)Nc2ccc(OCc3ccccc3)cc2)c1,i,-0.2,-13,-11,-7,-3,2,0.7,2.4,0
CCCOc1ccc(N2C(=O)CC(N(CCc3ccc(S(N)(=O)=O)cc3)C(C)=O)C2=O)cc1 (centres undefined),i,-0.1,-2,-1,4,2,-4,1.4,-1.7,-5
CCN(CC)CCNC(=O)C(=O)Nc1cc2c3c(c1)CCN3C(=O)CC2,i,-0.4,-7,2,1,-1,3,0.7,-1.2,-8
CCOC(=O)c1cnc(N)nc1C(F)(F)F,i,-0.5,-4,-1,-5,-1,1,1.3,-1.4,-8
Cc1cccc(NC(=O)CSc2nnc(-c3ccncc3)n2C)c1,i,-1.1,0,-2,6,-6,-2,-0.2,-0.5,3
CCN1CCN(S(=O)(=O)CC2(C)C3CCC2(C)C(=O)C3Br)CC1 (centres undefined),i,-0.5,-7,0,-6,-1,1,1.3,-0.9,0
O=C(NNC(=O)c1csc(-c2cccs2)n1)c1ccc(Cl)cc1,i,0.0,x,5,-6,-2,-17,1.3,-2.0,-2
CCCCC1=NN(C(=O)c2ccco2)C(O)(C(F)(F)F)C1 (centres undefined),i,-0.8,-1,3,0,-3,-5,-1.4,0.7,-1
NNC(=O)COc1cccc2cccnc12,i,0.0,-10,-3,5,-4,-7,-1.9,0.5,-2
COc1ccc(CNC(=O)CCC(=O)Nc2ccc(Cl)cc2)cc1,i,7.1*,-5,-2,-8,-2,0,0.9,-1.2,-4
COc1ccc(OC)c(C(=O)NC(CC(N)=O)c2ccc(NCCN3CCCC3)c([N+](=O)[O-])c2)c1 (centres undefined),i,0.4,-8,2,-5,-3,-16,-0.6,-1.7,5
Cc1cccc[n+]1C1C(c2ccccc2)C(C#N)=C(C(=C=[N-])C#N)NC1(O)C1CC1 (centres undefined),i,0.4,-2,-9,34*,-8,10,x,1.5,-9
O=C(c1ccco1)N1CCN(Cc2ccc(F)cc2Cl)CC1,i,0.1,-12,3,-1,-1,1,0.7,-1.8,1
O=C(Nc1ccc(O)c(-c2nc3ccccc3s2)c1)c1cc(=O)c2ccccc2o1,i,-0.4,80*,31,13,38,6,1.5,52*,3

# Three of these compounds in another layout:
compound	Rpn11 inh	Tb MetRS inh	Scp-1 inhibitor	DNMT1 inh	NadD inh	STEP inh	SUMO1 PPI mod	MsrA inhibitor	LMPTP block	CSN deneddyl inh
CCN1CCN(S(=O)(=O)CC2(C)C3CCC2(C)C(=O)C3Br)CC1 (centres undefined)	i	-0.5	-7	0	-6	-1	1	1.3	-0.9	0
O=C(NNC(=O)c1csc(-c2cccs2)n1)c1ccc(Cl)cc1	i	0.0	x	5	-6	-2	-17	1.3	-2.0	-2
CCCCC1=NN(C(=O)c2ccco2)C(O)(C(F)(F)F)C1 (centres undefined)	i	-0.8	-1	3	0	-3	-5	-1.4	0.7	-1

# (continued)
SMILES,Rpn11 inh,Tb MetRS inh,Scp-1 inhibitor,DNMT1 inh,NadD inh,STEP inh,SUMO1 PPI mod,MsrA inhibitor,LMPTP block,CSN deneddyl inh
O=C(O)c1ccccc1C(=O)NCCc1c(C(=O)O)[nH]c2ccc(Cl)cc12,i,0.2,-1,0,3,0,-1,-0.3,-0.1,1
COc1ccccc1NC(=O)C(C)OC(=O)/C(=C/c1ccccc1)NC(C)=O (centres undefined),i,0.0,4,0,-1,-2,1,-0.1,-0.8,-2
CC(=O)Nc1ccc(NS(C)(=O)=O)cc1,i,-0.2,6,-7,-2,1,-2,0.0,-1.7,1
C#CCOCCOCCOCCNc1nc(N2CCN(C(=O)Cn3cc(CCCCN)nn3)CC2)nc(N2CCN(C(=O)[C@H](C(C)C)n3cc(CCO)nn3)CC2)n1,i,0.5,0,7,-4,-2,1,0.8,-9.5,2
Cc1cc(Br)ccc1NC(=O)C1CCCO1 (centres undefined),i,-0.9,-5,1,7,-4,-3,-0.5,0.2,5
COc1ccc(C(=O)NC(=S)NC(C)(C)C)cc1Br,i,-0.2,22,-4,-4,0,-5,1.3,3.2,-2
CCCCCC(=O)N1C[C@H](O)[C@@H](n2cc(-c3ccc(F)cc3)nn2)C[C@@H]1c1ccc(OC)cc1,i,-0.3,x,-2,11,1,3,-0.4,0.9,3
COC(=O)CN(c1ccc(Cl)cc1C)S(C)(=O)=O,i,0.2,-1,0,1,1,-2,1.6,0.1,6
COc1ccc(NC(=O)COc2ccc3c(c2)CCC3)cc1S(N)(=O)=O,i,-0.3,-8,-2,-4,0,-4,-1.1,0.4,-6
Cc1ccccc1/C=N/Nc1ccc(Cl)nn1,i,-1.1,-2,11,-7,2,-1,0.1,-1.3,-1
CN=CC1=C(O)C(C(=O)OC)C(C)(C)CC1=O (centres undefined),i,-0.4,-6,0,-5,-6,1,0.1,-1.9,0
CC1CCCC/C1=N\Nc1ccc(S(N)(=O)=O)cc1[N+](=O)[O-] (centres undefined),i,0.3,-7,1,-2,-1,-30,0.0,0.2,-4
CC(C)n1cc(C(N)=S)c(=O)n(Cc2ccccc2)c1=O,i,-0.2,-13,-2,-5,3,6,2.0,-0.9,-3
CC1=NN(/C(=N\c2nnc(C)s2)Nc2ccccc2)[C@H](c2ccc(C)cc2)S1,i,0.1,1,2,3,2,4,2.1,-0.8,3
CN(Cc1ccc(F)cc1)C(=O)C(Cc1ccccc1)NC(=O)c1ccccc1 (centres undefined),i,-0.4,-7,4,-3,0,3,-1.0,0.4,4
Cc1ccccc1C(=O)Oc1cccc2c(O)cccc12,i,-0.9,-7,-14,-6,-3,-1,-0.4,1.5,-2
Cc1ccc(NC(=O)c2cc(-c3ccc4c(c3)OCO4)on2)cc1,i,0.3,-7,13,-7,-1,2,-0.3,-0.6,1
NC(c1csc(NC(=O)c2cccc(OC(F)(F)F)c2)n1)c1ccccc1Cl (centres undefined),x,-0.2,x,-10,6,7,-6,-1.2,-1.5,3
CCN(C(=O)c1c(-c2ccccc2)noc1C)c1ccccc1,i,-1.0,10,3,-6,0,0,-0.8,-1.2,5
CCN1C(=O)S/C(=C/c2ccc(Oc3ccc([N+](=O)[O-])cn3)c(OC)c2)C1=O,i,-0.5,-10,-4,3,0,-19,0.6,1.0,0
COc1ccc(S(=O)(=O)N(CCCN2CCOCC2)Cc2cccc3ccccc23)cc1,i,-1.2,4,-5,-29,0,26,x,-2.6,-1
O=C(c1cc(-c2ccccc2O)on1)N1CCc2ccccc2C1,i,1.1,-16,-5,-1,-1,1,-0.9,2.8,-6
Cc1ccc(NS(=O)(=O)c2cccc(C(=O)NCC(c3ccc(F)cc3)N3CCOCC3)c2)cc1 (centres undefined),i,-0.5,-1,0,-6,0,6,-0.2,0.1,6
CCCOC(=O)c1cc(NC(=O)/C=C/c2ccccc2)ccc1O,i,0.1,x,2,-9,1,0,0.4,1.9,-4
CCOc1ccc(CCNC(=O)CS(=O)Cc2nc(-c3ccccc3Cl)oc2C)cc1OCC (centres undefined),i,-0.6,-8,-1,0,1,17,-0.9,-0.2,2
CC(NC(=O)c1ccc(Cl)c(Cl)c1)c1ccc(-c2ccccc2)cc1 (centres undefined),i,-0.5,-8,-1,-12,1,-2,0.5,2.9,0
CCN1C(=O)[C@H]2[C@@H](c3ccc(-c4ccc(F)cc4)cc3)N[C@@](CC(C)C)(C(=O)OC)[C@H]2C1=O,i,-0.1,0,1,-2,0,2,0.5,2.5,-1
CCCNC(=O)c1cc(-c2ccccc2)c(N2CCCCC2)s1,i,-0.2,2,3,-2,2,-39,-1.3,1.1,3
C=CCn1cccc(C(=O)Nc2ccc(Cl)cc2)c1=O,i,1.4,-16,2,-5,1,6,2.2,-1.1,4
CC1CN(S(=O)(=O)c2cccc(C(=O)Nc3ccc(S(=O)(=O)Nc4ncccn4)cc3)c2)CC(C)O1 (centres undefined),i,0.4,-10,4,6,-2,1,1.8,-1.0,1
O=S(=O)(N1CCCCC1)N1CCCN(S(=O)(=O)N2CCCCC2)CC1,i,1.3,-14,1,-3,-2,1,0.7,-0.7,-1
COc1ccc(-c2csc(NC(=O)c3c(C)noc3C)n2)cc1F,i,-0.4,-2,0,-2,1,6,-1.2,0.8,6
COc1cccc(C(=O)Cn2c(=O)n(CC3CCCO3)c(=O)c3ccccc32)c1 (centres undefined),i,-0.8,-10,-2,2,-1,7,0.6,-0.3,-6
CCOc1ccccc1C(=O)NCC(=O)OCC(=O)N1CCCC1,i,-0.1,0,5,-2,-4,1,-0.8,-1.0,0
